Screening data deposited in PubChem BioAssay by several laboratories.
BaF3 tox – reduces parental Ba/F3 cell viability, JAK2V617F counter-screen | CellTiter-Glo ATP luminescence | inhibition, % at 5.6 µM | 220,000 tested, 1.1% active | AID 1486;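 active = inhibition above a per-campaign cutoff, the mean inhibition of all tested compounds plus 3 SD, cut at about 27% in these data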;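 note: 0% = DMSO wells and 100% = JAK Inhibitor I control wells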
S1P4 ag – human S1P4 receptor agonism; O95977; S1P4-expressing cell line, agonist reporter assay; activation, % at 4.98 µM; 220,000 tested, 0.35% active; AID 1509; in the data active = activation above about 11%;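 note: 0% = DMSO vehicle and 100% = reference agonist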
NPY1 pot ag – potentiators or agonists of human neuropeptide Y receptor Y1. NPY-Y1 expressing cells, potentiator/agonist activation. activation, % at 3.6 µM. 220,000 tested, 0.37% active; in the data active = activation above about 33%, passing the limit was not always enough;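 note: cells stimulated with NPY at EC10 then isoproterenol at EC100; 0% = low agonist plus stimulus and 100% = saturating agonist plus stimulus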
Runt-CBFb FRET – inhibitors of human RUNX1 Runt domain binding to CBFb; 220,000 tested, 0.46% active; Cerulean-Runt/Venus-CBFb FRET ratio 530/480, 1 h; Q01196+Q13951; inhibition, % at 20 µM;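 active = inhibition over about 50% at 20 µM in the single-dose screen, limit read from the data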;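 note: 0% = DMSO wells and 100% = excess unlabeled CBFb competitor control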
Target sequence (Q01196 whole entry, looked up, the tested form may be a part): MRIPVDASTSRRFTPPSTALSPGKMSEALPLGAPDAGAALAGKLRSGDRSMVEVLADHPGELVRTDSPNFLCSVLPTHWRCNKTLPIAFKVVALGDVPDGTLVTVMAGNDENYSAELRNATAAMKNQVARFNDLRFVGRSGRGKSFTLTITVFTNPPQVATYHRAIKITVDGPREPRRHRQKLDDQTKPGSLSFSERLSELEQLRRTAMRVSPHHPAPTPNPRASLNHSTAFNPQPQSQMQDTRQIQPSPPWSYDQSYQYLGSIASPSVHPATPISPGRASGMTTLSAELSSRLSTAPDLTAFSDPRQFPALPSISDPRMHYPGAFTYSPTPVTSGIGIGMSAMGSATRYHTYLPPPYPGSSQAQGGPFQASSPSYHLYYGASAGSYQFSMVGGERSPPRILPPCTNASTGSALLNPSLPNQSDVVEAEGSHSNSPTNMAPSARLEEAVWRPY
Target sequence (Q13951 whole entry, looked up, the tested form may be a part): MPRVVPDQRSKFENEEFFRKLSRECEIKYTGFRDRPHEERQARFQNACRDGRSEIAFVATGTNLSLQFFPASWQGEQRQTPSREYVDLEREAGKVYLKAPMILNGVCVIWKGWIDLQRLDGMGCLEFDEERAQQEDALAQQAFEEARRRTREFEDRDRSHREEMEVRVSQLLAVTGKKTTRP
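Buffer or medium: Tris pH 7.5 buffer with BSA. Assay system: Cerulean-labeled Runt domain protein. Amount: each fluorescent fusion protein 100 nM. Read-out basis: loss of energy transfer signal. Incubation: 1 h compound exposure, room temperature. Probe or stimulus: Venus-CBFb binding partner, 100 nM. Detection: FRET, excitation 422 nm, emission at 530 and 480 nm.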
RBBP9 inh – blocks human serine hydrolase RBBP9; inhibition, % at 7.94 µM; O75884; 220,000 tested, 0.2% active; AID 1515; recombinant RBBP9, FP-Rh probe fluorescence polarization;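 active = inhibition above the campaign mean of all tested compounds plus 3 SD, cut at about 14% in these data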;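 note: plate controls were DMSO wells with RBBP9 for no effect and wells lacking RBBP9 protein for full effect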
Target sequence (O75884 whole entry, looked up): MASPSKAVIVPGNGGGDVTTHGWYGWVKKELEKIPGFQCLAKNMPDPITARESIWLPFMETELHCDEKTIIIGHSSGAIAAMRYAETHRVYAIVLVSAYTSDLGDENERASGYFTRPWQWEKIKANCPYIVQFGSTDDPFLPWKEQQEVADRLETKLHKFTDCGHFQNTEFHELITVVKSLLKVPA
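system = RBBP9 protein | input = RBBP9 at 2.5 µM in dispensed solution, before mixing | measured by = fluorescence polarization (mP), excitation 525 nm, emission 598 nm | incubation = enzyme-compound preincubation 30 min, then probe labeling 45 min, 25 °C | buffer or medium = Tris-NaCl-Pluronic buffer, pH 8.0 | compound = single dose 7.94 µM | also added = FP-Rh probe, 375 nM dispensing solution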
NPY-Y2 PAM-ag – human NPY-Y2 potentiation or agonism, primary screen | P49146 | AID 1359 | activation, % at 3.6 µM | 220,000 tested, 0.45% active | cells expressing NPY-Y2, potentiator/agonist read-out; in the data active = activation above about 27%;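 note: cells stimulated with NPY near EC25 plus isoproterenol at EC100; 0% = vehicle plus submaximal agonist and 100% = vehicle plus saturating agonist; some results beyond the cut were filed as inactive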
NPY Y1 blocker – blocks the human neuropeptide Y Y1 receptor | HEK293-CNG Y1 cells, membrane potential fluorescence; NPY at EC95, then isoproterenol | 200,000 tested, 1% active | inhibition, % at 3.6 µM;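 active = inhibition above the campaign mean inhibition of all tested compounds plus 3 SD, cut at about 20% in these data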;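 note: 0% = DMSO wells given NPY plus isoproterenol and 100% = isoproterenol alone without NPY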
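Assay system: HEK293 Y1/CNG channel cell line; Doses: single compound dose of 3.6 µM, 0.4% DMSO; Timing: dye 3 h, compound 60 min room temperature, stimulation 45 min; Technique: Membrane-potential fluorescent dye readout; Measure: % inhibition of NPY effect.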
Ba/F3 V617F tox – reduce viability of Ba/F3 cells dependent on JAK2V617F; 220,000 tested, 1.1% active; AID 1446; Ba/F3 EpoR-JAK2V617F viability, ATP luminescence; inhibition, % at 5.6 µM;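 active = inhibition above the campaign mean plus 3 SD over all tested compounds, cut at about 24% in these data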;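 note: cytokine-independent growth of Ba/F3 cells driven by EpoR plus mutant JAK2; 0% = DMSO-treated cells and 100% = JAK inhibitor I control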
S1P4 antag – antagonists of human S1P4 receptor; S1P4-expressing cells, antagonist mode, reporter read-out; inhibition, % at 4.98 µM; 220,000 tested, 0.26% active; AID 1510; in the data active = inhibition above about 29%;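 note: 0% = wells stimulated with agonist and 100% = vehicle wells without agonist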
An asterisk follows results filed as active; · = not tested or not shown. Rows are unselected; overall some 3.6% were active at least once.

Values run as follows: BaF3 tox, S1P4 ag, NPY1 pot ag, Runt-CBFb FRET, RBBP9 inh, NPY-Y2 PAM-ag, NPY Y1 blocker, Ba/F3 V617F tox, S1P4 antag
(1) NC(=O)c1cccc2c(=O)oc3ccccc3c12
  7, -4.6, -2, 1, -8, -1, 2, 0, 4
(2) N#C/C(C(N)=O)=C1/CCc2ccccc2N1
  3, -3.8, 7, 1, -1, 6, 4, -2, -5
(3) CCNC(=S)N(CCc1ccc(OC)c(OC)c1)Cc1cc2cc(OC)ccc2[nH]c1=O
  10, -1.9, -8, 4, -5, -4, 3, -2, -12
(4) CCN1CCN(C(=O)c2ccc(CN(c3ccccc3)S(=O)(=O)c3ccccc3)cc2)CC1
  1, 0.5, 3, -4, -11, 12, -1, -3, -45
(5) CCCCNc1c2c(nc3c(-c4ccccc4)c(C)nn13)CCC2
  4, -0.6, -22, -8, -5, -1, 2, 1, 4
(6) O=C1CN(c2nc(-c3cccnc3)nc3sc4c(c23)CCCC4)CCN1
  1, 1.5, -18, -5, -11, -6, 0, 0, -7
(7) CC1(C)Cc2ccccc2C(=C(C#N)C#N)N1
  2, -2.4, 11, 1, -4, 1, -1, -5, 7
(8) Cc1ccc2[nH]c(=O)c(CN(CC3CCCO3)C(=O)c3ccncc3)cc2c1 (configuration not stated)
  8, -2.3, -3, 1, -2, 4, -2, 3, -9
(9) C/C(=N\NC(=O)c1cccnc1)c1cc2ccccc2o1
  0, -3.6, 6, 0, 1, 4, -10, -6, -1
(10) CC(=O)Nc1nnc(SCc2ccc(C(=O)Nc3ccccc3F)cc2)s1
  5, 0.6, -22, 1, 9, 1, -2, 2, -7
(11) CC1(C)Cc2nc3sc(C(N)=O)c(N)c3cc2CO1
  -3, 1.4, 20, 4, -5, -1, ·, -1, -7
(12) CCCCC(=O)Nc1cccc(NC(=O)c2cccnc2Cl)c1
  -2, -0.9, 18, 1, 2, 3, ·, -1, -11
(13) CC1CN(Cc2ccccn2)CCC1=O (configuration not stated)
  6, 0.8, 2, -2, -4, -1, 4, -1, -17
(14) CCn1c(SCc2c(F)cccc2Cl)nnc1-c1ccco1
  -1, -1.4, 14, 4, -3, -11, 1, 27*, 7
(15) CCOC(=O)Nc1ccc2c(c1)N(C(=O)CCN(C)C)c1ccccc1S2
  11, -0.9, 20, 0, -2, 7, -6, 7, 11
(16) OC(COCC(F)(F)C(F)(F)C(F)(F)C(F)F)Cn1c2ccc(Cl)cc2c2cc(Cl)ccc21 (configuration not stated)
  6, -0.9, 0, -2, -12, 17, 0, 3, -9
(17) Cn1c(C(=O)N2CCCC(C(=O)NCCN3CCOCC3)C2)cc2sccc21 (configuration not stated)
  0, 0.5, 20, 2, -7, -3, 4, -2, 4
(18) COc1ccccc1CC(=O)Nc1ccc(OC)c(OC)c1
  1, 0.2, -1, 0, 0, 12, -1, -4, -18
(19) COCCNC(=S)N1CCC(c2nc(-c3ccc(N(C)C)cc3)no2)CC1
  -3, 1.7, 13, 1, -3, 9, 0, -2, -2
(20) Cc1ccc(S(=O)(=O)Oc2ccc3c(c2)O/C(=C\c2cccnc2)C3=O)cc1
  0, -1.6, -16, -38, 3, 4, -8, -5, -7
(21) CCOC(=O)Cc1csc(NC(=O)c2cc(OC)cc(OC)c2)n1
  2, 1.7, 15, -2, -2, 6, -5, 0, -15
(22) CN1C(CC(=O)Nc2ccc(Br)cc2)c2ccccc2CC1(C)C (configuration not stated)
  7, -0.2, 4, 3, -3, -7, 3, 2, -7
(23) CC1CC(C)CN(CC(=O)N2c3ccccc3CCc3ccccc32)C1 (configuration not stated)
  4, -0.8, -9, -1, 4, -16, 1, -3, -2
(24) COC(=O)C1=C2SC(C)C(=O)N2C(N)=C(C#N)C1c1cc(OC)c(OC)c(OC)c1 (configuration not stated)
  2, 1.6, -7, 10, 0, 13, 3, -1, 2
(25) O=C1C(Cl)=C(Nc2ccc3cn[nH]c3c2)C(=O)c2ccccc21
  107*, 1.2, 39, 51*, 13, 4, ·, 98*, 62*
(26) CCOC(=O)C1=C(C)NC(=O)NC1c1ccc(-c2ccccc2F)o1 (configuration not stated)
  3, 1.2, -15, 23, -8, -7, -4, -1, -12
(27) O=C(NC1CCC(O)CC1)c1ccc(S(=O)(=O)NCc2ccco2)cc1 (configuration not stated)
  7, 0.3, 12, 2, -3, -5, 0, 5, 0
(28) CCN(CC)c1ccc(/C=N/NC(=O)c2cccc(S(=O)(=O)Nc3ccccc3OC)c2)c(O)c1
  4, 0.0, 47*, -32, -14, 35*, -9, 10, -5
(29) Cc1ccccc1NC(=O)C1CC(=O)N(Cc2ccccc2)C1 (configuration not stated)
  2, -0.4, 9, 2, 2, 9, 2, 1, -16
(30) CC(C)CC(c1nnnn1CCc1ccccc1)N1CCN(C(=O)c2ccco2)CC1 (configuration not stated)
  5, 0.1, -7, -5, 0, -6, 1, 3, -2
(31) Cc1cc(C)c(O)c(-c2cc(C(=O)Nc3ccc(S(=O)(=O)N4CCOCC4)cc3)[nH]n2)c1
  7, -0.8, 27, -1, -101, 13, -5, 4, -11
(32) Cc1cc(=O)[nH]c(N/N=C/c2sccc2C)n1
  10, -1.4, 0, 0, -14, -4, 5, 1, -10
(33) CCC(=O)NC(=S)Nc1ccc(NC(=O)c2cccc([N+](=O)[O-])c2C)cc1
  3, -2.1, 7, 1, 1, 7, -4, 2, -11
(34) Cc1ccc(Cn2ncc3c(N4CCN(C5CCCC5)CC4)ncnc32)cc1
  5, 0.1, -8, -3, -2, -4, 2, 2, -2
(35) O=C(Cn1c2ccc(F)cc2c2nc3n(c(=O)c21)CCS3)Nc1ccccc1C(F)(F)F
  4, -1.8, -1, -2, -10, -6, 1, 3, -1
(36) CC1(C)CC2CC(C)(CN2CC(O)COc2ccccc2)C1 (configuration not stated)
  5, -1.1, -13, -2, -8, -19, -2, 0, 3
(37) NS(=O)(=O)c1ccc(CCNC(=O)CN2CCCCCC2)cc1
  8, 0.7, 14, 0, -2, 9, -4, -2, 1
(38) COCCN1Cc2c(sc(C)c2C)N(C(=O)c2ccccc2)C1
  2, -2.4, 7, 0, -5, 14, 9, -3, 4
(39) Cc1ccc(NC(=O)CSc2nccn2C)cc1S(=O)(=O)N1CCOCC1
  2, 1.3, 9, -1, -1, 11, -2, -3, -19
(40) CC(CCc1ccccc1)NC(=O)c1ccncc1 (configuration not stated)
  1, 1.8, -3, 1, -8, 14, -4, -6, -15
(41) Cc1cc(N/C=C2\CCCCC2=O)no1
  0, -0.7, 2, 1, -7, -6, -5, -1, -2
(42) CCCn1nnc(NC(=O)COc2ccc(C3CCCCC3)cc2)n1
  0, -2.0, 10, -6, 1, 10, 4, 1, -3
(43) CC(C)C(NC(=O)c1ccc(Cl)cc1)C(=O)O (configuration not stated)
  4, 0.0, -40, 0, 5, -12, 4, 0, 1
(44) N#Cc1cccc(NC(=O)CSc2nnc(-c3n[nH]c4ccccc34)o2)c1
  11, -0.3, 4, 1, 3, -7, 1, 2, 2
(45) CCCS(=O)(=O)N1CCN(c2cc3c(cc2[N+](=O)[O-])n(C)c(=O)n3C)CC1
  2, -0.8, 4, -1, -2, 14, -2, 3, 3
(46) O=C(CSc1nc(-c2ccccc2F)nc2nc[nH]c12)Nc1c(Cl)cc(Cl)cc1Cl
  3, -2.3, 13, 3, -2, -6, 0, -1, -11
(47) CCOC(=O)Cc1csc(NC(=O)CC(C)(C)CC(=O)O)n1
  1, 0.7, -11, 2, -4, -11, ·, 4, 8
(48) O=C(CCC(=O)c1ccc(F)cc1)OC1CCOC1=O (configuration not stated)
  6, -0.3, -24, 0, 2, -24, -7, 2, -17
(49) COc1cccc(/C=N/NC(N)=S)c1OS(=O)(=O)c1ccccc1
  5, -2.0, -3, 0, -9, 8, 3, 1, -2

Structural class: the entries above containing a Cl atom.
Values run as follows: BaF3 tox, S1P4 ag, NPY1 pot ag, Runt-CBFb FRET, RBBP9 inh, NPY-Y2 PAM-ag, NPY Y1 blocker, Ba/F3 V617F tox, S1P4 antag
(12) CCCCC(=O)Nc1cccc(NC(=O)c2cccnc2Cl)c1
  -2, -0.9, 18, 1, 2, 3, ·, -1, -11
(14) CCn1c(SCc2c(F)cccc2Cl)nnc1-c1ccco1
  -1, -1.4, 14, 4, -3, -11, 1, 27*, 7
(16) OC(COCC(F)(F)C(F)(F)C(F)(F)C(F)F)Cn1c2ccc(Cl)cc2c2cc(Cl)ccc21 (configuration not stated)
  6, -0.9, 0, -2, -12, 17, 0, 3, -9
(25) O=C1C(Cl)=C(Nc2ccc3cn[nH]c3c2)C(=O)c2ccccc21
  107*, 1.2, 39, 51*, 13, 4, ·, 98*, 62*
(43) CC(C)C(NC(=O)c1ccc(Cl)cc1)C(=O)O (configuration not stated)
  4, 0.0, -40, 0, 5, -12, 4, 0, 1
(46) O=C(CSc1nc(-c2ccccc2F)nc2nc[nH]c12)Nc1c(Cl)cc(Cl)cc1Cl
  3, -2.3, 13, 3, -2, -6, 0, -1, -11
